Screening data: PubChem BioAssay, Emory University Molecular Libraries Screening Center
14-3-3g Raf: modulators of human 14-3-3 gamma - Raf peptide interaction. P61981. inhibition, % at 40 µM. FP, 14-3-3gamma / TMR-pS259-Raf peptide binding. 160,000 compounds, 0.19% hits; in the data active = inhibition above about 30%;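 also: 0% = protein plus tracer without compound and 100% = blank with tracer alone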
Target sequence (P61981 whole entry, looked up): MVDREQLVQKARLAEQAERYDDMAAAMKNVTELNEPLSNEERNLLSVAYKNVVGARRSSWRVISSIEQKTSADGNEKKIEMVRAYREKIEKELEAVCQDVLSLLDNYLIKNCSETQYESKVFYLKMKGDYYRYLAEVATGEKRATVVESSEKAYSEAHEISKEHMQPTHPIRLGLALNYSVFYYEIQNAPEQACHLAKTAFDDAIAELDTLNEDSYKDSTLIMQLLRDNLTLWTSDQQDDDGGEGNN
* marks the source's active call; other numbers are inactive results; & = joins results of further samples. The list is partial; the hit share may differ from the screen's.

The first 5 compounds as a preview:
SMILES | 14-3-3g Raf
CCOc1ccc(-n2cc(C(=O)Nc3cnc4ccccc4c3)c3cc(OC)c(OC)cc3c2=O)cc1 | -1
NS(=O)(=O)c1ccc(Nc2nc(-c3ccc(O)cc3)cs2)cc1 | -5
COCCN1C(=O)c2ccccc2C(C(=O)Nc2cccc(C(F)(F)F)c2)C1c1c[nH]c2ccccc12 (stereo not drawn) | -7
Cc1ccc(NC(=O)c2cccc(N3C(=O)c4ccc(Br)cc4C3=O)c2)cc1 | 4
COc1nc(NS(=O)(=O)c2ccc(C)cc2)nc(C)c1Cl | 5&5

The listing (from the top)
SMILES | 14-3-3g Raf
CCOc1ccc(-n2cc(C(=O)Nc3cnc4ccccc4c3)c3cc(OC)c(OC)cc3c2=O)cc1 | -1
NS(=O)(=O)c1ccc(Nc2nc(-c3ccc(O)cc3)cs2)cc1 | -5
COCCN1C(=O)c2ccccc2C(C(=O)Nc2cccc(C(F)(F)F)c2)C1c1c[nH]c2ccccc12 (stereo not drawn) | -7
Cc1ccc(NC(=O)c2cccc(N3C(=O)c4ccc(Br)cc4C3=O)c2)cc1 | 4
COc1nc(NS(=O)(=O)c2ccc(C)cc2)nc(C)c1Cl | 5&5
Cc1ccc(C(=O)Nc2nnc(CCS(=O)(=O)c3ccc(Br)cc3)s2)cc1[N+](=O)[O-] | 6
O=C(CN(C(=O)CCNC(=O)c1ccco1)c1ccccc1)NC1CCCC1 | -2
COc1ccc(Cl)cc1NC(=O)CSc1nnc(Cn2c(=O)sc3ccccc32)n1C | 1
Cc1ccc(S(=O)(=O)Nc2cc(Cl)c3oc4c(c3c2)C(=O)CCC4)c(C)c1 | -15
C(=C\c1ccccc1)/C=N/n1cnnc1 | -4
CCNC(=O)CC(=O)Nc1ccccc1C(=O)O | -5
COC(=O)c1cc(Br)c(=O)n(Cc2ccc3c(c2)OCO3)c1 | -6
COc1ccc(C(=O)Nc2c3c(nn2-c2ccc(C)cc2C)CS(=O)(=O)C3)cc1OC | -1
O=C(Cc1cccs1)N(c1ccccc1)C1(C(=O)NC2CCCCC2)CCCCC1 | -2
O=C(CCNS(=O)(=O)c1ccc(Br)s1)NCc1ccc2c(c1)OCO2 | -15
O=C(O)c1cn[nH]c1-c1ccc(F)cc1 | 9
COc1ccc(-c2ccc(CCC(=O)O)n2-c2ccccc2Cl)cc1 | -4
Cc1ccc(N=C2N=C(N)c3ccccc32)c(C)c1 | -3
COc1ccc(OC)c(CCNC(=O)CS(=O)(=O)Cc2nc(-c3ccc(C)cc3)oc2C)c1 | -3
Cc1c(CC(C)C)nc(N)c(C#N)c1-c1ccccc1Cl | -3
Cc1ccc(Nc2c(-c3ccsc3)nc3ccc(Br)cn23)cc1 | 1
COc1cc(=O)[nH]c(SCc2c(F)c(F)c(F)c(F)c2F)n1 | -2
Cc1nc2cc(NCc3nc4ccccc4n3Cc3ccccc3)ccc2n1C | 4
O=C(Nc1ccc(Cl)c(Cl)c1)N1CCSC1c1ccco1 (stereo not drawn) | -3
O=C(NCc1ccc(F)cc1)C1CCCN1C(=O)NCc1ccccc1 (stereo not drawn) | -3
CC(C)c1nnc(NC(=O)c2c(O)c3cccc4c3n(c2=O)CC4)s1 | -6
CCOC(=O)N1CCN(c2cc(NCCC(=O)O)c3c4c(onc24)-c2ccccc2C3=O)CC1 | -139
Cc1ccccc1OCCCN1C(=O)C(=O)c2cccc(C)c21 | 4
CCOC(=O)c1c(NC(=O)c2cccs2)sc2c1CCC2 | -6
O=C1Nc2ccccc2C1=Nc1cccc(S(=O)(=O)Nc2ccccc2)c1 | -8
CCOC(=O)C1CCN(C(=O)Nc2ccc3snnc3c2)CC1 | 6
O=S(=O)(c1ccc(Cl)cc1)N1CCN(c2ccc(Cl)cc2)CC1 | -1
Cn1c(SCc2nnc(-c3ccc(F)cc3)o2)nnc1C1COc2ccccc2O1 (stereo not drawn) | -5
CCOC(=O)c1c(NC(=O)C(C)(C)C)sc(C(=O)Nc2ccccc2)c1C | -1
COc1cc(-c2nnc(SCc3cc(=O)oc4cc(C)ccc34)o2)cc(OC)c1OC | -5
Cc1ccc2cc3cc(C(=O)NCCC(C)C)oc3nc2c1 | -8
COc1ccc(-n2nc(C(=O)Nc3ccc(OC)c(OC)c3)c3c4ccccc4n(C)c3c2=O)cc1 | 1
CCCCc1c(O)nc(SCC(=O)NCCc2ccc(OC)c(OC)c2)[nH]c1=O | -14
O=C(CSc1nc2c([nH]c3ccccc32)c(=O)n1-c1ccccc1)N1CCCc2ccccc21 | -27
CCOc1ccccc1C1N(c2ccc(OC)cc2)C(=O)C2CCCN21 (stereo not drawn) | -6
O=C(Nc1c2c(nn1-c1ccc(Cl)cc1)CS(=O)(=O)C2)C1CCCCC1 | -3
O=C(CSc1nc2ccccc2c2nc(-c3ccccc3)nn12)c1ccc(F)cc1 | 1
CCCC(Oc1ccc(Br)cc1)c1nc2c3cc(OC)c(OC)cc3nc(=S)n2[nH]1 (stereo not drawn) | -4
COc1ccc(Cl)cc1NC(=O)c1sc2ncnc(N3CCCCC3C)c2c1C (stereo not drawn) | 4
Cc1oc(-c2ccc(Cl)cc2)nc1CCl | -3
CCN(CC)CCCNC(=O)c1nn2c(c1Cl)NC(c1ccc(C)cc1)CC2C(F)(F)F (stereo not drawn) | -11
c1ccc(-c2nnc(N3CCN(c4ccccn4)CC3)c3ccccc23)cc1 | -15
Cc1cccc(Cc2c(C)nc3nc(SCC(=O)NCCC4=CCCCC4)nn3c2C)c1 | -6
COC(=O)c1ccccc1NC(=O)c1noc2c1CCC2 | -25
CCc1ccc(C2C(C(=O)Nc3ccccc3OC)=C(C)Nc3ncnn32)cc1 (stereo not drawn) | -4
O=C1c2ccccc2-c2onc3ccc(Nc4ccc(Cl)cc4)c1c23 | -285
CCOC(=O)c1cc2c(=O)n3ccccc3nc2n(C)c1=NC(C)=O | -12
O=C(CCNS(=O)(=O)c1cccc2nonc12)NCCc1ccc(Cl)cc1 | -12
O=C(CSc1ncccc1C(=O)O)NC1CCCCC1 | -4
CN(C)S(=O)(=O)c1ccc(C(=O)Nc2ccccc2C(=O)O)cc1 | 6
COc1ccc(C=Nc2sc(C)c(C)c2C#N)cc1 | -9
Cc1nc(Nc2ccc(S(N)(=O)=O)cc2)oc1C | 12&-1
COc1ccccc1C1NC(=O)NC(C)=C1C(=O)OCC1CCCCC1 (stereo not drawn) | -2
Cc1ccc(CSCCC(=O)NC2CCCCCCC2)cc1 | -2
COc1ccc(C(=O)NCCc2cc3cc(C)c(C)cc3[nH]c2=O)cc1 | -4
(continued)
SMILES | 14-3-3g Raf
Cc1cc(-n2c(N)c(C(N)=O)sc2=S)ccc1Cl | -3
CNc1nc2c(c(=O)[nH]c(=O)n2C)n1CC(O)COc1ccc(Cl)cc1 (stereo not drawn) | -4
C=CCSc1nnc2c(n1)OC(c1cc(Br)cc(OCC)c1OC(C)=O)N(C(C)=O)c1ccccc1-2 (stereo not drawn) | 2
CCn1c(CSc2nnc(-c3ccc4c(c3)OCO4)o2)nc2cc(S(=O)(=O)N(C)C)ccc21 | -9
COC(=O)c1ccccc1NC(=O)CN(CCc1ccccc1)S(C)(=O)=O | -2
O=C(NCc1cccnc1)c1ccccn1 | -5
O=C(CSc1nc2c(c(C(F)(F)F)n1)CCCCC2)NCCC1=CCCCC1 | 0
CC(=O)N1CCc2cc(S(=O)(=O)Nc3ccc(Br)cc3C)ccc21 | -8
N#CCSc1nnc(COc2cccc3ccccc23)n1-c1ccccc1 | 2
Cn1c(-c2ccc(N)cc2)nc2ccccc21 | -1
CC(=O)NC12CC3CC(C1)CC(c1ccc([N+](=O)[O-])cc1)(C3)C2 | 1
COc1ccc(CC(=O)N2CC(=O)Nc3ccc(Br)cc3C2c2ccc(F)cc2)cc1OC (stereo not drawn) | -17
O=C(CSc1oc(-c2ccco2)nc1S(=O)(=O)c1ccc(Br)cc1)c1ccc(Cl)cc1 | -273
O=C(C1CCCN(S(=O)(=O)c2ccc(Cl)cc2)C1)N(Cc1cccs1)C1CC1 (stereo not drawn) | -6
Cc1ccc(/C(O)=C2\C(=O)C(=O)N(CCCC(=O)O)C2c2cccc([N+](=O)[O-])c2)cc1 (stereo not drawn) | 3

Shown as a markdown table: part of the list above
| Molecule | 14-3-3g Raf |
| --- | --- |
| O=S(=O)(c1ccc(Cl)cc1)N1CCN(c2ccc(Cl)cc2)CC1 | -1 |
| Cn1c(SCc2nnc(-c3ccc(F)cc3)o2)nnc1C1COc2ccccc2O1 (stereo not drawn) | -5 |
| CCOC(=O)c1c(NC(=O)C(C)(C)C)sc(C(=O)Nc2ccccc2)c1C | -1 |
| COc1cc(-c2nnc(SCc3cc(=O)oc4cc(C)ccc34)o2)cc(OC)c1OC | -5 |

Other results:
SMILES | 14-3-3g Raf
COc1cc(C2Nc3ccccc3NC3=C2C(=O)CC(C)(C)C3)cc(I)c1O (stereo not drawn) | -11
COCCCNC(=O)C1CCC(=O)N1Cc1ccccc1Cl (stereo not drawn) | -5
CN(C(=O)c1ccc(Cl)cc1)C1=CCCCC1CCC#N (stereo not drawn) | -4
O=C(NCc1ccccc1)c1cnn2c(C(F)(F)F)cc(-c3cccs3)nc12 | -5
CCC(C)(C)NC(=O)CN(C(=O)c1snc(C(N)=O)c1N)c1ccc2c(c1)OCCO2 | -15
O=C(O)CCCC(=O)Nc1cc(Cl)ccc1O | 0
COc1ccc(NC(=O)c2ccc3c(=O)n(-c4ccc(OC)c(OC)c4)c(=S)[nH]c3c2)c(OC)c1 | -12
CCOC(=O)Cc1c(C)c2c(C)[nH]nc2oc1=O | -3
CCc1ccc(OCc2nc(-c3cccc([N+](=O)[O-])c3)no2)cc1 | -7
CC1(C)Cc2c(C#N)c(N)n(-c3ccccc3)c(=O)c2CO1 | 3
N#Cc1c(NC(=O)c2cc3nc(-c4ccco4)cc(C(F)(F)Cl)n3n2)sc2c1CCCCC2 | -4
O=C1C2C(C(=O)N1c1ccc3c(c1)OCO3)C1(Br)c3ccccc3C2(Br)c2ccccc21 (stereo not drawn) | -17
CC1(C)CC(=O)C2=C(C1)c1c(ccc3ncccc13)NC2c1ccc(F)cc1 (stereo not drawn) | -8
CC1=C(C(=O)OC(C)C)C(c2ccc(C)cc2)C2=C(CC(c3ccccc3)CC2=O)N1 (stereo not drawn) | -6
C=CCN(c1ccccc1)S(=O)(=O)c1ccc2[nH]cc(C(=O)NC3CCCCCC3)c(=O)c2c1 | 0

Six structures out of the list, arranged by SMILES length, ascending:
SMILES | 14-3-3g Raf
COc1nc(NS(=O)(=O)c2ccc(C)cc2)nc(C)c1Cl | 5&5
CN(C)S(=O)(=O)c1ccc(C(=O)Nc2ccccc2C(=O)O)cc1 | 6
c1ccc(-c2nnc(N3CCN(c4ccccn4)CC3)c3ccccc23)cc1 | -15
COc1cc(C2Nc3ccccc3NC3=C2C(=O)CC(C)(C)C3)cc(I)c1O (stereo not drawn) | -11
Cc1cccc(Cc2c(C)nc3nc(SCC(=O)NCCC4=CCCCC4)nn3c2C)c1 | -6
CCCC(Oc1ccc(Br)cc1)c1nc2c3cc(OC)c(OC)cc3nc(=S)n2[nH]1 (stereo not drawn) | -4

(cont.)
SMILES | 14-3-3g Raf
Brc1ccc(-n2cc(-c3ccccc3)c3c(NC4CCCC4)ncnc32)cc1 | -6
CCSc1nc2sc3c(c2c(=O)n1C1CCCCC1)CC(C(C)C)OC3 (stereo not drawn) | 1
CSc1nnc2c(n1)OC(c1ccc(Br)s1)N(C(C)=O)c1ccccc1-2 (stereo not drawn) | -3
O=C(c1ccc2c(=O)n(C3CCCCC3)c(=S)[nH]c2c1)N1CCc2ccccc2C1 | 5
O=[N+]([O-])c1cc(Oc2cccnc2)cc(Sc2ccc(Cl)cc2)c1 | 3
Cc1ccc(NC(=O)c2sc3ccccc3c2Cl)c([N+](=O)[O-])c1 | -6
COc1ccc2nc(N3CCC(O)CC3)c(C#N)cc2c1 | -3
CCN=C1SC(C(=O)Nc2cccc(OCC)c2)CC(=O)N1CC (stereo not drawn) | -2&-2
Cc1cc(=O)[nH]c2n[nH]c(-c3ccccc3)c12 | 0
COc1cc(C(=O)Nc2c(C)cc(C)cc2C)c(-n2cnnn2)cc1OC | 2
Cc1cc(OCC(=O)O)c2ccccc2n1 | 2
C=CCn1c(CO)nc2cc([N+](=O)[O-])ccc21 | -2
CCOC(=O)C(C)Sc1nc2c([nH]c3ccccc32)c(=O)n1-c1ccc(OCC)cc1 (stereo not drawn) | 1
Cc1nn(-c2ccccc2)c2c1cc1c(=O)[nH]c(=O)nc-1n2-c1cccc(C(F)(F)F)c1 | 20
CCOc1ccc(-c2nnn(CC(=O)N3CCN(c4ccc(F)cc4)CC3)n2)cc1OCC | -3
COc1ccc(-c2nc3ccccc3o2)cc1NC(=O)COc1ccc([N+](=O)[O-])cc1 | -183
COC(=O)C1=C2SC(C)C(=O)N2C(N)=C(C#N)C1c1ccc(OC)c(OC)c1 (stereo not drawn) | -7
Cc1ccc(C)c(N2CCN(C(=O)CCc3nc4ccccc4[nH]3)CC2)c1 | -1
C=CCc1ccccc1OCC(O)CN1CCN(C(=O)OCC)CC1 (stereo not drawn) | 0
CCOCC(=O)Nc1nnc(COCC)s1 | 1
COc1cc(S(=O)(=O)N2CCC(N3CCCCC3)CC2)ccc1-n1cnnn1 | -13
CCOC(=O)c1c(NC(=O)c2c(OC)cccc2OC)sc(C(C)=O)c1C | 5
O=C(Nc1ccccc1C(=O)O)c1ccc(Cl)c(S(=O)(=O)N2CCOCC2)c1 | 3
O=C(C(Cc1ccccc1)NS(=O)(=O)c1cccs1)N1CCCC1 (stereo not drawn) | 3
CCC(CC)C(=O)Nc1c2c(nn1-c1ccc(C)cc1)CS(=O)C2 (stereo not drawn) | -3
CCc1nnc(NC(=O)CSc2nnc(COc3ccccc3C)o2)s1 | -9
CCOc1ccc(S(=O)(=O)N2CCC(C(N)=O)CC2)c2ccccc12 | -5
Cc1cccc(N2CC(=O)N(c3cccc(C)c3)CC2=O)c1 | 7
CCc1cccc(C)c1NC(=O)c1c(-c2ccccc2Cl)noc1C | -7
O=C1c2cccc(F)c2C(=O)N1c1ccc2nc(-c3ccccc3)oc2c1 | -10
Cc1ccc(NC(=O)c2sc3ncnc(N4CCCCC4C)c3c2C)cc1F (stereo not drawn) | 3
